ZTA counter: counter-screen for EBNA-1 inhibitors: inhibitors of Epstein-Barr virus ZTA | 320,000 tested, 0.15% active | AID 2234 | ZTA-DNA binding, fluorescence polarization | inhibition, % at 11 µM | P03206; in the data active = inhibition above about 33%
Target sequence (P03206 whole entry, looked up): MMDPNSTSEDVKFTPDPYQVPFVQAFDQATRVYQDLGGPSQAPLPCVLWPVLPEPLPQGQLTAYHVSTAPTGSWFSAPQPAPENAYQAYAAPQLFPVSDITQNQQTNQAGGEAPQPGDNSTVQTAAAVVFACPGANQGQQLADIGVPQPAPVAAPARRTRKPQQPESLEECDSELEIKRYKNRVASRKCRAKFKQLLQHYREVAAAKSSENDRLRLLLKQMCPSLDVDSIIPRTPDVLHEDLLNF
CTSL1 counter: cathepsin L1 inhibition, PFM18AAP counter-screen. recombinant F. hepatica cathepsin L1, Z-Leu-Arg-MCA fluorescence. inhibition, % at 5.96 µM. 300,000 tested, 0.49% active. AID 1906;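 active = inhibition above the mean of all tested compounds plus 3 SD, set per screening campaign, cut at about 17% in these data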;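 note: 0% = plate median of test compound wells and 100% = 1 µM Z-Phe-Ala-diazomethylketone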
PP1 inh: blocks human PP1-alpha phosphatase, a PP5 counter-screen. P62136. purified PP1alpha, OMFP fluorescence. inhibition, % at 6.7 µM. 320,000 tested, 0.9% active. AID 2235;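 active = inhibition above the mean inhibition of all tested compounds plus 3 SD, computed separately for each screening campaign, cut at about 15% in these data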
Target sequence (P62136 whole entry, looked up): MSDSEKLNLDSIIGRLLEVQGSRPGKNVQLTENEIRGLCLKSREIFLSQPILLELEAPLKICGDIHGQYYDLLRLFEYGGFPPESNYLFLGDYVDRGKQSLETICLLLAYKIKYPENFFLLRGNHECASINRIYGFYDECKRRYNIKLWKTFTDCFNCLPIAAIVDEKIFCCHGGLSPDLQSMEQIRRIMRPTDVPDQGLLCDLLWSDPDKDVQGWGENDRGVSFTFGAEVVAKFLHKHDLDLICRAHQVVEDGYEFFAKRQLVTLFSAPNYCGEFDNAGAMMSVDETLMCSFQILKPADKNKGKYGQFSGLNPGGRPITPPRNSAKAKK
GASC-1 inh: blocks human GASC-1 demethylase activity. Q9H3R0. GST-JMJD2C(1-420) H3K9me3 demethylation, DELFIA europium. inhibition, % at 2.35 µM. 330,000 tested, 0.069% active;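 active = more than half of a compound's replicate wells show inhibition beyond 50%, single wells judged on their own value; inconclusive = some, but no more than half, of replicates pass 50% inhibition; inactive = no replicate passes 50% inhibition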;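 note: signal counts dimethyl H3K9 product captured on neutravidin plate; 0% = median of DMSO wells and 100% = 0.3 times that DMSO median; strong numbers were not always called active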
Target sequence (Q9H3R0 1-420 limits assumed): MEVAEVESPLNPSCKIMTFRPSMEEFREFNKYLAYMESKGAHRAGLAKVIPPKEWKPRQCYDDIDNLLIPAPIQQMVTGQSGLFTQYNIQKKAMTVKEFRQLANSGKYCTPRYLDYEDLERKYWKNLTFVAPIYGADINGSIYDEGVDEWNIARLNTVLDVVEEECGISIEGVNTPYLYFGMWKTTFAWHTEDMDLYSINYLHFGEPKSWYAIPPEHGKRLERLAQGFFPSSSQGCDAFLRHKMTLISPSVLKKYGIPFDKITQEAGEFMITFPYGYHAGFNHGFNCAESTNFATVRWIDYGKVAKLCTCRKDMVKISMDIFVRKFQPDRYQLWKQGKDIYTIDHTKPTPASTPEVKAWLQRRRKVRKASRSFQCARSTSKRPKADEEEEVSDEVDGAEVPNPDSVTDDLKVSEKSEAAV
TPT1 inh: blocks Candida albicans tRNA 2'-phosphotransferase | recombinant caTPT1, FP RNA substrate dephosphorylation | inhibition, % at 5 µM | 300,000 tested, 0.81% active | AID 1962;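 active = inhibition above the mean of all tested compounds plus 3 SD, set per screening campaign, cut at about 24% in these data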;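 note: plate controls were DMSO alone for no effect and ferristatin control at 100 nM for full effect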
HCV core dimer: blocks dimerization of HCV core protein; 300,000 tested, 0.33% active; AID 1899; TR-FRET GST/Flag-core106 dimerization, 1536-well; inhibition, % at 5 µM;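 active = inhibition above the mean of all tested compounds plus 3 SD, set per screening campaign, cut at about 45% in these data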
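Assay system – GST-tagged and Flag-tagged HCV core protein residues 1-106 · Quantity – core106 proteins, GST 13.5 nM and Flag 17 nM · Benchmarks – unlabelled core106 and no-GST-core106 wells · Read-out basis – percent inhibition of core106 dimerization signal · Detection – time-resolved FRET, ex 340 nm, em 617 and 671 nm · Schedule – 4 h at 22.5 °C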
CR mimetic SO: yeast age-related superoxide inhibition as caloric restriction mimetic | S. cerevisiae aged cells, superoxide DHE fluorescence; stronger effect = lower value | AID 2690 | 330,000 tested, 0.18% active | superoxide response (% of plate mean), % at 10 µM;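 active = superoxide response under a set limit, about three screen SD below normal, cut at about 65% in these data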;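 note: yeast aged for seven days with compound at 30 °C before DHE staining; 100% = average MFI of all compound-treated wells on the plate with controls excluded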
PP5 inh: blocks human protein phosphatase 5 activity; AID 1987; purified PP5c, OMFP substrate fluorescence; inhibition, % at 6.7 µM; 320,000 tested, 0.18% active; P53041;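 active = inhibition above the campaign's mean inhibition across all tested compounds plus 3 SD, cut at about 9.5% in these data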;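 note: 0% = DMSO only and 100% = 100 µM cantharidin control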
EBNA-1 inh: blocks EBNA-1 binding to DNA; EBNA-1 DNA binding, fluorescence polarization; inhibition, % at 14.8 µM; 300,000 tested, 0.34% active; AID 1950; in the data active = inhibition above about 28%
Starred values were filed as active, the others as inactive. Random draw from the library; about 3.1% have a hit in one of these screens.

What do the screens show for `O=C(NNC(=O)c1cnccc1C(F)(F)F)c1ccc(Cl)cc1`?
ZTA counter: -3; CTSL1 counter: -1; PP1 inh: -3; GASC-1 inh: -4; TPT1 inh: 1; HCV core dimer: -1; CR mimetic SO: 90; PP5 inh: 4.7; EBNA-1 inh: -2

What do the screens show for `COc1cccc(OCC(O)CN2CCN(C(c3ccccc3)c3ccccc3)CC2)c1` (configuration not stated)?
ZTA counter: 0; CTSL1 counter: 3; PP1 inh: -1; GASC-1 inh: 8; TPT1 inh: -1; HCV core dimer: 0; CR mimetic SO: 102; PP5 inh: 7.2; EBNA-1 inh: -14

Results for CCN1CCN(C(=O)C(=O)c2c(C)[nH]c3ccccc23)CC1 ?
ZTA counter: 6; CTSL1 counter: 2; PP1 inh: 2; GASC-1 inh: -6; TPT1 inh: 3; HCV core dimer: 2; CR mimetic SO: 92; PP5 inh: 0.1; EBNA-1 inh: -8

Results for Cc1cc(C)cc(NC(=O)Cn2nnc(C(=O)NCc3ccccc3Cl)c2N)c1 ?
ZTA counter: -14; CTSL1 counter: 1; PP1 inh: 5; GASC-1 inh: inactive; TPT1 inh: 0; HCV core dimer: -2; CR mimetic SO: 102; PP5 inh: 3.3; EBNA-1 inh: -8

What do the screens show for `C/C(=N\NC(=O)Cc1ccccc1)c1ccc(Cl)s1`?
ZTA counter: 4; CTSL1 counter: 2; PP1 inh: -6; GASC-1 inh: 32; TPT1 inh: 2; HCV core dimer: -6; CR mimetic SO: 106; PP5 inh: 2.9; EBNA-1 inh: 0

How did CCc1ccc(NC(=O)NCc2cccnc2)cc1 do in these assays?
ZTA counter: -2; CTSL1 counter: -2; PP1 inh: 1; GASC-1 inh: 4; TPT1 inh: -2; HCV core dimer: -7; CR mimetic SO: 109; PP5 inh: 2.0; EBNA-1 inh: -13

How did Cc1ccc(C(=O)OCC(=O)Nc2ccc3c(c2)OCO3)o1 do in these assays?
ZTA counter: -26; CTSL1 counter: -4; PP1 inh: 0; GASC-1 inh: -2; TPT1 inh: -5; HCV core dimer: -1; CR mimetic SO: 105; PP5 inh: 0.3; EBNA-1 inh: -8

What do the screens show for `N#Cc1nc(/C=C/c2ccccc2)oc1NCCCN1CCOCC1`?
ZTA counter: 33*; CTSL1 counter: 3; PP1 inh: -5; GASC-1 inh: 1; TPT1 inh: 0; HCV core dimer: 5; CR mimetic SO: 90; PP5 inh: -1.6; EBNA-1 inh: 4

What do the screens show for `NS(=O)(=O)c1ccc(CNc2nc(-c3cccnc3)nc3ccccc23)cc1`?
ZTA counter: -4; CTSL1 counter: 0; PP1 inh: -1; GASC-1 inh: -6; TPT1 inh: 2; HCV core dimer: 3; CR mimetic SO: 92; PP5 inh: 0.5; EBNA-1 inh: 4

What do the screens show for `O=C(COC(=O)c1n[nH]c2ccccc12)c1ccc(F)c(F)c1`?
ZTA counter: 7; CTSL1 counter: 0; PP1 inh: -5; GASC-1 inh: -11; TPT1 inh: -1; HCV core dimer: 2; CR mimetic SO: 109; PP5 inh: 1.6; EBNA-1 inh: -6

How did CCOC(=O)c1ccoc1CSCc1ccc(C(=O)OC)o1 do in these assays?
ZTA counter: 11; CTSL1 counter: 3; PP1 inh: -2; GASC-1 inh: -2; TPT1 inh: -4; HCV core dimer: 28; CR mimetic SO: 93; PP5 inh: -0.1; EBNA-1 inh: -1

How did NC(=O)CC(NC(=O)c1ccccc1)c1ccc(NCCOc2ccccc2)c([N+](=O)[O-])c1 (configuration not stated) do in these assays?
ZTA counter: 10; CTSL1 counter: 4; PP1 inh: -3; GASC-1 inh: -35; TPT1 inh: -1; HCV core dimer: 12; CR mimetic SO: 98; PP5 inh: -2.1; EBNA-1 inh: 8

How did COc1ccc(/C=C2/SC(c3ccc(C)cc3)=NC2=O)cc1OC do in these assays?
ZTA counter: 8; CTSL1 counter: 0; PP1 inh: 0; GASC-1 inh: -2; TPT1 inh: 112*; HCV core dimer: 4; CR mimetic SO: 98; PP5 inh: 2.9; EBNA-1 inh: -10

Results for CC(=O)Oc1ccccc1C(=O)Nc1ccccc1C(=O)N1CCCCC1 ?
ZTA counter: 5; CTSL1 counter: 2; PP1 inh: 1; GASC-1 inh: -4; TPT1 inh: -1; HCV core dimer: -24; CR mimetic SO: 96; PP5 inh: 2.7; EBNA-1 inh: -8

How did Cc1cc(C)cc(NC(=O)C(c2ccccc2)N2CCCC2)c1 (configuration not stated) do in these assays?
ZTA counter: 6; CTSL1 counter: -1; PP1 inh: 0; GASC-1 inh: 9; TPT1 inh: 0; HCV core dimer: 3; CR mimetic SO: 97; PP5 inh: 2.4; EBNA-1 inh: 3

What do the screens show for `COc1ccc(C(CNC(=O)C(CCSC)NC(=O)c2ccccc2Cl)N2CCCCC2)cc1` (configuration not stated)?
ZTA counter: -16; PP1 inh: -4; GASC-1 inh: -3; CR mimetic SO: 114; PP5 inh: 0.6

Results for COc1cc(NS(=O)(=O)c2ccc(NC(=O)c3ccc(C)o3)cc2)nc(OC)n1 ?
ZTA counter: -15; CTSL1 counter: 8; PP1 inh: -5; GASC-1 inh: 46; TPT1 inh: -2; HCV core dimer: 3; CR mimetic SO: 89; PP5 inh: 0.1; EBNA-1 inh: -5

What do the screens show for `CC1(C)CN(c2ccc(Br)cc2Br)C1=O`?
ZTA counter: -7; CTSL1 counter: 5; PP1 inh: -4; GASC-1 inh: 1; TPT1 inh: -2; HCV core dimer: -6; CR mimetic SO: 98; PP5 inh: 3.5; EBNA-1 inh: -1

How did CC(C)c1ccc(NC(=O)c2ccc3snnc3c2)cc1 do in these assays?
ZTA counter: 16; CTSL1 counter: 1; PP1 inh: -1; GASC-1 inh: inconclusive; TPT1 inh: 0; HCV core dimer: 1; CR mimetic SO: 99; PP5 inh: 1.1; EBNA-1 inh: 2

How did COc1cc(OC)cc(C(=O)N2CCN(C3CCCCC3)CC2)c1 do in these assays?
ZTA counter: 1; CTSL1 counter: -6; PP1 inh: -3; GASC-1 inh: 2; TPT1 inh: 2; HCV core dimer: 9; CR mimetic SO: 90; PP5 inh: 4.0; EBNA-1 inh: 1

Fetched by compound from above (2):
How did NC(=O)CC(NC(=O)c1ccccc1)c1ccc(NCCOc2ccccc2)c([N+](=O)[O-])c1 (configuration not stated) do in these assays?
ZTA counter: 10; CTSL1 counter: 4; PP1 inh: -3; GASC-1 inh: -35; TPT1 inh: -1; HCV core dimer: 12; CR mimetic SO: 98; PP5 inh: -2.1; EBNA-1 inh: 8

What do the screens show for `O=C(COC(=O)c1n[nH]c2ccccc12)c1ccc(F)c(F)c1`?
ZTA counter: 7; CTSL1 counter: 0; PP1 inh: -5; GASC-1 inh: -11; TPT1 inh: -1; HCV core dimer: 2; CR mimetic SO: 109; PP5 inh: 1.6; EBNA-1 inh: -6

Next part
How did Cn1c(NCc2ccccc2)cc(=O)n(C)c1=O do in these assays?
ZTA counter: -4; CTSL1 counter: 1; PP1 inh: -2; GASC-1 inh: 13; TPT1 inh: -2; HCV core dimer: -4; CR mimetic SO: 116; PP5 inh: -3.3; EBNA-1 inh: -7

Results for COc1cc(/C=C2\CC(C(C)(C)C)C/C(=C\c3cc(OC)c(OC)c(OC)c3)C2=O)cc(OC)c1OC (configuration not stated) ?
ZTA counter: -5; CTSL1 counter: 6; PP1 inh: 1; GASC-1 inh: 8; TPT1 inh: 5; HCV core dimer: 1; CR mimetic SO: 57*; PP5 inh: 3.0; EBNA-1 inh: -3

What do the screens show for `COc1ccc(NC(=O)CS(=O)c2ccc(F)cc2)cc1` (configuration not stated)?
ZTA counter: 4; CTSL1 counter: 3; PP1 inh: -1; GASC-1 inh: 2; TPT1 inh: -2; HCV core dimer: -6; CR mimetic SO: 87; PP5 inh: 1.3; EBNA-1 inh: 1

How did C=C(C)CSc1nncn1/N=C/c1ccc(OC)cc1 do in these assays?
ZTA counter: -19; CTSL1 counter: -5; PP1 inh: -3; GASC-1 inh: -6; TPT1 inh: 1; HCV core dimer: 5; CR mimetic SO: 109; PP5 inh: 3.3; EBNA-1 inh: -11

What do the screens show for `CC(NC(=O)COc1ccc(/C=N/NC(=O)C(=O)Nc2ccccc2Br)cc1)c1ccccc1` (configuration not stated)?
ZTA counter: -10; CTSL1 counter: 4; PP1 inh: -4; GASC-1 inh: 2; TPT1 inh: 3; HCV core dimer: 7; CR mimetic SO: 92; PP5 inh: -0.8; EBNA-1 inh: 34*

How did CN=C(NC1CCCCC1)c1ccc(Cl)cc1 do in these assays?
ZTA counter: -2; CTSL1 counter: 1; PP1 inh: 0; GASC-1 inh: 1; TPT1 inh: -1; HCV core dimer: -11; CR mimetic SO: 104; PP5 inh: 2.1; EBNA-1 inh: -15

What do the screens show for `Nc1nc(C(=O)N2CCOCC2)nn1C(=O)c1ccc(Cl)cc1`?
ZTA counter: 0; CTSL1 counter: -4; PP1 inh: -1; GASC-1 inh: -7; TPT1 inh: -1; HCV core dimer: -1; CR mimetic SO: 99; PP5 inh: 0.2; EBNA-1 inh: 9

Results for O=C(c1ccco1)N1CCN(c2ccc(Cl)c(Cl)c2)CC1 ?
ZTA counter: -6; CTSL1 counter: 0; PP1 inh: 6; GASC-1 inh: 5; TPT1 inh: 4; HCV core dimer: 2; CR mimetic SO: 100; PP5 inh: 1.9; EBNA-1 inh: 1

How did COc1ccc(NC(=O)CN(C)S(=O)(=O)c2ccc3c(c2)c(=O)n(C)c(=O)n3C)cc1 do in these assays?
ZTA counter: 9; CTSL1 counter: 4; PP1 inh: -4; GASC-1 inh: 28; TPT1 inh: 2; HCV core dimer: 5; CR mimetic SO: 127; PP5 inh: -1.1; EBNA-1 inh: 10

How did CN(CC(=O)Nc1ccncc1)S(=O)(=O)c1ccc(Br)cc1 do in these assays?
ZTA counter: -5; CTSL1 counter: -2; PP1 inh: -3; GASC-1 inh: -1; TPT1 inh: -1; HCV core dimer: 4; CR mimetic SO: 116; PP5 inh: -0.2; EBNA-1 inh: 6

Results for CN1CCN(S(=O)(=O)c2cccc(C(=O)N(Cc3nnc(-c4ccc(Cl)cc4)o3)C3CC3)c2)CC1 ?
ZTA counter: 23; CTSL1 counter: 2; PP1 inh: -5; GASC-1 inh: 3; TPT1 inh: -3; HCV core dimer: 2; CR mimetic SO: 83; PP5 inh: -0.5; EBNA-1 inh: 1

Results for Cc1cccc(OCC(=O)N(Cc2ccco2)C2CCS(=O)(=O)C2)c1 (configuration not stated) ?
ZTA counter: -12; CTSL1 counter: 6; PP1 inh: -1; GASC-1 inh: -15; TPT1 inh: -7; HCV core dimer: -16; CR mimetic SO: 89; PP5 inh: 1.8; EBNA-1 inh: -9

How did Cc1ccccc1NC(=O)c1ccc(OCC(=O)Nc2ccccc2F)cc1 do in these assays?
ZTA counter: 8; CTSL1 counter: -1; PP1 inh: -4; GASC-1 inh: 0; TPT1 inh: -1; HCV core dimer: 2; CR mimetic SO: 139; PP5 inh: 1.3; EBNA-1 inh: 1

Results for Cc1cc2c(cc1S(=O)(=O)N1CCCC1)n(C)c(=O)c(=O)n2C ?
ZTA counter: -16; CTSL1 counter: 6; PP1 inh: 5; GASC-1 inh: 10; TPT1 inh: 1; HCV core dimer: -2; CR mimetic SO: 86; PP5 inh: 2.1; EBNA-1 inh: -6

Structural class: those above containing an NH in an aromatic ring.
Results for CCN1CCN(C(=O)C(=O)c2c(C)[nH]c3ccccc23)CC1 ?
ZTA counter: 6; CTSL1 counter: 2; PP1 inh: 2; GASC-1 inh: -6; TPT1 inh: 3; HCV core dimer: 2; CR mimetic SO: 92; PP5 inh: 0.1; EBNA-1 inh: -8

What do the screens show for `O=C(COC(=O)c1n[nH]c2ccccc12)c1ccc(F)c(F)c1`?
ZTA counter: 7; CTSL1 counter: 0; PP1 inh: -5; GASC-1 inh: -11; TPT1 inh: -1; HCV core dimer: 2; CR mimetic SO: 109; PP5 inh: 1.6; EBNA-1 inh: -6

Bioassay records deposited in PubChem by several laboratories.
